# GPR151 activ – human GPR151 activation; PathHunter beta-arrestin GPR151 cells, luminescence; activation, % at 11.2 µM; 650,000 compounds, 1% hits; in the data active means activation above about 4.9%;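 further: 0% = median of compound wells and 100% = cells with positive control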
# Target sequence (Q8TDV0 whole entry, looked up): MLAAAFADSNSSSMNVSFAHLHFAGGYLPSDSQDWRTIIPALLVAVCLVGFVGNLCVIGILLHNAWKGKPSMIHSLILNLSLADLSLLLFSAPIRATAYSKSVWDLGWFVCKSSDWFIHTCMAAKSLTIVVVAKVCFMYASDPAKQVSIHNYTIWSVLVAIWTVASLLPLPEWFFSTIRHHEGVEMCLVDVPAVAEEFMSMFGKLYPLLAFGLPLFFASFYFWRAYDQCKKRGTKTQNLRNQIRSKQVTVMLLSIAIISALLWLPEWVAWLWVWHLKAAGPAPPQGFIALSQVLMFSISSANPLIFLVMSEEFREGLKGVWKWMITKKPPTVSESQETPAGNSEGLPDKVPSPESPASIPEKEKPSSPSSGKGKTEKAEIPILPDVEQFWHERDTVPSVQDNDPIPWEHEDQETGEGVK
# MITF primary – human MITF inhibition, primary screen. AlphaScreen MITF homodimerization, bead proximity signal. inhibition, % at 2.6 µM. 650,000 compounds, 0.91% hits. AID 1259374; in the data active means inhibition above about 50%;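 further: 0% = vehicle wells with protein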
# Target sequence (O75030 whole entry, looked up): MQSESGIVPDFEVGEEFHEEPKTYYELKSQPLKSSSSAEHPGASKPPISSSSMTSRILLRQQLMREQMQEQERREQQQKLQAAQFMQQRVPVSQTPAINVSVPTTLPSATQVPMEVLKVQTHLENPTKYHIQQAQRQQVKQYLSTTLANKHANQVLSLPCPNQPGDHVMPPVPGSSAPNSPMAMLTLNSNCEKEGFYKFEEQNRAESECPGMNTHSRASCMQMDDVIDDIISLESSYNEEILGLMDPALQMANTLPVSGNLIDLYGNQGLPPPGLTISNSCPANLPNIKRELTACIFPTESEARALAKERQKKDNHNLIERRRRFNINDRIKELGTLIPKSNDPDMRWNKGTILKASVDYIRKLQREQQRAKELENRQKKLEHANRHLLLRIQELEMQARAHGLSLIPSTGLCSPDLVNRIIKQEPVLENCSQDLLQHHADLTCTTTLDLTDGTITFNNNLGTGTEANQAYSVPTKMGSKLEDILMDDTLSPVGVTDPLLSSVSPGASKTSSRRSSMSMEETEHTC
# FBW7 act – activators of human E3 ligase FBW7; 650,000 compounds, 0.13% hits; normalized activity (activation), % at 26.1 µM; Q969H0; AlphaScreen FBW7–phospho-cyclin E peptide binding, activator screen; in the data active means normalized activity above about 1.9%;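 further: purified mutant Fbw7 with reduced substrate affinity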
# TEAD-YAP inh – TEAD-YAP interaction inhibition; HEK-TIYL cells, TEAD-Gal4/YAP UAS-luciferase luminescence; inhibition, % at 9.12 µM; 640,000 compounds, 1.4% hits; AID 1259422; in the data active means inhibition above about 32%;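 further: 0% = median of test compound wells and 100% = reference inhibitor wells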
# Numbers without * were called inactive; x = no result given; & = joins results of further samples.
1. CCCNc1nc2ccccn2c(=O)c1/C=C1\SC(=S)N(Cc2ccco2)C1=O
2. CCOc1ccc(Nc2nc(Cl)nc(C)c2[N+](=O)[O-])cc1
3. COC(=O)[C@@H]1CCCN1C(=O)C1CC(=O)c2sc(NC(=O)C3CCC3)nc2C1 (some centres undefined)
4. Cc1cc(C)c2cc(C#N)c(N3CCCN(C(=O)c4cnccn4)CC3)nc2c1
5. C=CCn1c(SC(C)C(=O)NC(N)=O)nnc1C1CCCCC1 (centres undefined)
6. CC(C)/C(=N/NC(=O)COc1ccccc1)c1ccccc1
7. O=CN1CCN(C(=S)Nc2cc([N+](=O)[O-])ccc2Cl)CC1
8. Cc1scc(C(=O)NC2=NCCS2)c1-c1ccccc1
entry no.,1,2,3,4,5,6,7,8
GPR151 activ,-0.2,-0.5,0.2,-0.6,2.4,-0.8,-0.4,-0.8
MITF primary,-9,46,-12,-2,16,-5,10,-2
FBW7 act,-0.1,0.0,-0.1,-0.3,0.2,0.0,0.0,0.0
TEAD-YAP inh,-1,1,-11,-8,-9,3,1,6

9. CC(C)N(CCNc1nc(N2CCN(Cc3ccc4c(c3)OCO4)CC2)nc2c1ncn2C(C)C)C(C)C
10. CCC(C(=O)Nc1nnc(C2CC2)s1)c1ccccc1 (centres undefined)
11. Cc1ccc(-n2c3c(cc(C(=O)NCCO)c2=O)C(=O)CC(C)(C)C3)cc1
12. CC(=O)NC(=NC1CCCC1)Nc1nc(C)cc(C)n1
13. CCC(=O)C1=C(c2ccccc2)N(C(=O)CC)n2cnnc2S1
14. NC(=O)c1cc(NC(=O)c2cccc([N+](=O)[O-])c2)cc(C(N)=O)c1
15. CCc1c(C)sc(NC(=O)c2ccc(C(C)(C)C)cc2)c1C(N)=O
16. O=C(OCc1cc([N+](=O)[O-])cc2c1OCOC2)c1ccc(OCC2CCCO2)cc1 (centres undefined)
entry no.,9,10,11,12,13,14,15,16
GPR151 activ,2.6,-0.6,-2.0,-0.9,3.6,-1.0,0.8,1.6
MITF primary,1,-1,-1,13,-2,3,-11,-4
FBW7 act,-0.3,0.2,0.0,0.0,0.0,0.6,-0.1,0.0
TEAD-YAP inh,14,17,-10,4,16,13,-17,-3

17. COc1ccc(/C(C)=N/Nc2ccc(S(=O)(=O)N3CCOCC3)cc2[N+](=O)[O-])cc1
18. CC(C)N(CCNc1nc(N2CCOCC2)nc2c1ncn2-c1ccsc1)C(C)C
19. COC(CNc1ncnc2c1c(-c1ccccc1)cn2-c1ccc(F)cc1)OC
20. O=c1cc(CSc2nnnn2-c2ccc(O)cc2)nc2sccn12
21. CCN(CC)c1ccc(/C=C/c2[nH]c(=O)[nH]c(=O)c2[N+](=O)[O-])cc1[N+](=O)[O-]
22. Cc1c(N=C/C=C2\N(C)c3ccccc3C2(C)C)c(=O)n(-c2ccccc2)n1C
23. N#Cc1c(NC(=O)CN2CCN(c3ccc(O)cc3)CC2)sc2c1CCCC2
24. O=C(C1CSC2(c3ccc(F)cc3)CCC(=O)N12)N1CCCCCC1 (centres undefined)
entry no.,17,18,19,20,21,22,23,24
GPR151 activ,2.3,0.4,0.9,-0.1,0.3,-0.5,-0.9,1.0
MITF primary,-14,2,10,3,6,-3,-1,5
FBW7 act,-0.1,0.0,0.1,0.1,-0.2,0.0,0.0,-0.2
TEAD-YAP inh,1,55*,-5,-2,19,-1,-4,6

25. CC(=O)Nc1ccc(C(=O)OCC(=O)c2ccc(Oc3ccc([N+](=O)[O-])cc3)cc2)cc1
26. O=C(Nc1ccc(-c2nc3ccccc3s2)c(O)c1)c1cccc([N+](=O)[O-])c1
27. COc1ccc(CNC2CCCCCC2)c(OC)c1
28. N#Cc1ccc(-c2ccc(OCC(=O)NNC(=O)CNC(=O)c3ccccc3F)cc2)cc1
29. C/C(=N\Nc1nc(N2CCCCC2)nc(N2CCCCC2)n1)c1cccc([N+](=O)[O-])c1
30. O=C1CCCC2=C1C(c1cc([N+](=O)[O-])ccc1O)c1c([nH]n(-c3ccccc3)c1=O)N2 (centres undefined)
31. CC(C)(C)c1ccc(C2=N/C(=C\c3ccccc3Cl)C(=O)O2)cc1
32. COc1ccc(C(=O)N2CCN(c3ccc([N+](=O)[O-])c(NCCc4ccc(OC)c(OC)c4)c3)CC2)cc1
entry no.,25,26,27,28,29,30,31,32
GPR151 activ,0.0,-1.4,-2.2,1.6,-0.6,1.9,0.2,2.8
MITF primary,-6,8,-1,1,-4,-5,-2,-4
FBW7 act,0.0,0.1,-0.1,0.2,-0.3,0.0,-0.1,0.1
TEAD-YAP inh,4,-3,-10,9,-1,2,1,28

33. O=C(O)C1CCCN(S(=O)(=O)N2CCC3(CC2)OCCO3)C1 (centres undefined)
34. CNC(=O)Cc1nc2ccccc2n1CC(=O)Nc1ccccc1OC
35. C[C@H](O)[C@H]1NC(=O)[C@@H]2C[C@H](NC(=O)c3c(Cl)cccc3Cl)CN2C1=O
36. CCC[C@@H]1NC(=O)[C@@H]2C[C@H](NCc3ccc(Cl)cc3)CN2C1=O
37. CNC(=O)CSc1nnc(-c2ccc(Br)cc2)n1C
38. O=C(c1cnn2ccccc12)N1CCN(C(c2ccccc2)c2ccccc2)CC1
39. Cc1onc(-c2ccccc2Cl)c1C(=O)N1CCCCCC1
40. CC1CC(C)CN(C(=O)/C=C/c2ccc(Cl)cc2)C1 (centres undefined)
entry no.,33,34,35,36,37,38,39,40
GPR151 activ,-0.6,0.2,-0.8,-0.6,-0.1,-0.8,-0.7,0.6
MITF primary,12,13,-2,-5,-2,4,6,-6
FBW7 act,0.2,1.4,0.1,0.2,-0.2,0.0,0.0,0.1
TEAD-YAP inh,8,-21,-2,-3,-4,-2,17,-53

# Some of the entries above, set out differently.
33. O=C(O)C1CCCN(S(=O)(=O)N2CCC3(CC2)OCCO3)C1 (centres undefined)
  GPR151 activ: -0.6
  MITF primary: 12
  FBW7 act: 0.2
  TEAD-YAP inh: 8
34. CNC(=O)Cc1nc2ccccc2n1CC(=O)Nc1ccccc1OC
  GPR151 activ: 0.2
  MITF primary: 13
  FBW7 act: 1.4
  TEAD-YAP inh: -21
35. C[C@H](O)[C@H]1NC(=O)[C@@H]2C[C@H](NC(=O)c3c(Cl)cccc3Cl)CN2C1=O
  GPR151 activ: -0.8
  MITF primary: -2
  FBW7 act: 0.1
  TEAD-YAP inh: -2
36. CCC[C@@H]1NC(=O)[C@@H]2C[C@H](NCc3ccc(Cl)cc3)CN2C1=O
  GPR151 activ: -0.6
  MITF primary: -5
  FBW7 act: 0.2
  TEAD-YAP inh: -3

# The results go on.
41. O=C1CN(C(=O)COC(=O)CC2Sc3ccccc3NC2=O)c2ccccc2N1 (centres undefined)
42. Cc1ccc(-c2cn3c(n2)sc2cc(C(=O)N4CCC(C(N)=O)CC4)ccc23)cc1
43. CCOC(=O)N1CCC(n2c(SCc3ccccc3)nc3ccsc3c2=O)CC1
44. O=C(c1nnc(-c2ccccc2)o1)C1CC1
45. O=C(Cc1noc2ccccc12)NCCOc1ccc(F)cc1
46. Cc1ccc(C)c(C2=C/C(=C/c3ccc4c(c3)OCO4)C(=O)O2)c1
47. COc1cc(NC(=O)Nc2ccccc2)c(OC)cc1Cl
48. Cc1ccc(OCC(=O)Nc2ccc(F)cc2)c(C(C)(C)C)c1
entry no.,41,42,43,44,45,46,47,48
GPR151 activ,-0.5,-0.2,-1.1,-3.1,0.4,-0.5,3.0,-1.1
MITF primary,2,6,0,-9,-4,5,4,7
FBW7 act,-0.1,0.7,0.0,0.1,0.0,-0.1,-0.1,0.0
TEAD-YAP inh,4,-39,-11,-4,-1,7,7,-20

49. Cc1cc2c(cc1C)NC(c1ccc([N+](=O)[O-])o1)C1=C(CC(C)(C)CC1=O)N2 (centres undefined)
50. COc1cc(Nc2nc(NCCCN3CCCC3=O)c3ncn(Cc4ccc(C(F)(F)F)cc4)c3n2)cc(OC)c1OC
51. Cc1csc(SCC(=O)Nc2ccc(OCc3ccccc3)cc2)n1
52. O=c1c(-c2cccc(Br)c2)[n+]([O-])c2ccccc2n1OCc1ccccn1
53. O=C(NCCc1nc(-c2ccc(Cl)cc2)n[nH]1)N1CCOCC1
54. COc1ccc(OC)c(NC(=O)c2cccc(Cl)c2Cl)c1
55. Cc1cccc(-c2noc(CN(C(C)C)S(=O)(=O)c3ccccc3[N+](=O)[O-])n2)c1
56. COc1cccc(C2C(C#N)=C(N)Oc3n[nH]c(-c4cccc([N+](=O)[O-])c4)c32)c1 (centres undefined)
entry no.,49,50,51,52,53,54,55,56
GPR151 activ,0.3,-2.6,-0.2,-1.5,2.0,0.4,0.7,-2.9
MITF primary,8,18,6,3,5,-2,10,17
FBW7 act,0.0,0.1,0.4,-0.1,0.0,-0.1,-0.2,0.3
TEAD-YAP inh,17,-4,-3,-3,2,-15,5,2

# The listing continues:
cpd	compound	GPR151 activ	MITF primary	FBW7 act	TEAD-YAP inh
57	COc1ccc(OC)c(C2Nc3ccccc3NC3=C2C(=O)CC(c2ccccc2Cl)C3)c1 (centres undefined)	1.2	13	0.1	4
58	Cc1ccc(O)c(C2=Nc3ccccc3N=C(c3ccco3)C2)c1	-0.3	0	0.0	-5
59	O=C(NCc1ccco1)c1cc2n(n1)C(C(F)(F)F)CC(c1cccs1)N2 (centres undefined)	-0.9	2	0.1	13
60	CC(C)C(NC(=O)C1CCOC1)c1nnc2n1CCN(Cc1ccc3ncccc3c1)CC2 (centres undefined)	-1.3	4	0.1	-2
61	Cc1ccc(OCCN(C)C(=O)C2CC23CCN(C2CCSCC2)CC3)cc1 (centres undefined)	-0.4	18	0.1	3
62	COc1ccccc1NC(=O)N1CCCC1C(=O)NC1CCCC1 (centres undefined)	-0.4	2	0.0	7
63	N#Cc1ccc(OCC(=O)N2N=C3CCCCC3C2(O)C(F)(F)F)cc1 (centres undefined)	-0.7	17	0.4	4
64	O=c1[nH]c(CSc2cccc[n+]2[O-])nc2sc3c(c12)CCCC3	-1.1	14	-0.1	-3
65	Cc1ccccc1CNC(=O)Cn1c2ccccc2c2nc(=O)cc(C)n21	-1.4	16	1.5	-6
66	O=C1c2ccccc2C(=O)c2cc(S(=O)(=O)N3CCOCC3)ccc21	-0.9	10	0.1	-3
67	Cc1c(NC(=S)NCCc2ccccc2)c(=O)n(-c2ccccc2)n1C	0.4	-3	-0.2	12
68	O=C(O)CC1(CC(=O)NCc2ccccc2F)CCCCC1	-1.2	-8	-0.1	3
69	COc1ccc2nc(SCC(=O)c3ccccc3)[nH]c2c1	-0.2	3	0.1	-67
70	COC(=O)c1c(C)oc2cc(Br)c(OC(C)=O)cc12	-0.2	6	-0.2	-1
71	COc1ccc(C2C(C(=O)OC3CCCC3)=C(C)NC3=C2C(=O)CCC3)cc1O (centres undefined)	-0.1	-16	-0.1	-7
72	O=C(CCC1(Cc2cccs2)CCC(=O)N1)NCc1ccc2nsnc2c1 (centres undefined)	-0.7	6	0.2	0
73	CCc1ccc(N2C(=O)C3C(C2=O)C2C=CC3C23CC3)cc1 (centres undefined)	-1.2	-24	0.2	-7
74	COc1ccc2cc(C#N)c(N3CCCN(C(=O)/C=C/C(=O)O)CC3)nc2c1	0.2	2	-0.1	23
75	Cc1ccc(CNC(=O)CCCC2=NS(=O)(=O)c3ccccc3N2)cc1	0.9	-1	0.0	12
76	CCOC(=O)Nc1nnc(Cc2ccc(Cl)c(Cl)c2)s1	5.8*	15	0.0	0
77	O=C1CCCN1CCCNc1ncnc2nc(N3CCOCC3)[nH]c12	0.1	11	-0.2	-2
78	COC(=O)c1ccccc1NC(=O)CSc1nc2ccsc2c(=O)n1NC(=O)COc1ccccc1Br	-0.8	-7	-0.4	0
79	CC(C)Cn1nnnc1S(=O)(=O)Cc1ccc(C#N)cc1	-2.1	15	0.5	x
80	NC(=O)c1cc2ccccc2oc1=NCc1ccccc1	-0.1	6	0.1	-7
81	O=C(Nc1cc(Oc2cccc(C(F)(F)F)c2)cc([N+](=O)[O-])c1)c1nn2c(C(F)(F)F)cc(-c3cccs3)nc2c1Cl	-2.1	-13	0.1	-1
82	O=C(CCCCCCC(=O)Nc1ccccc1)NO	-1.4&0.6	10&10	0.1	x
83	CCCC1=C(C(=O)OCC)C(c2ccccc2OCC(N)=O)NC(=S)N1 (centres undefined)	0.1	9	0.0	1
84	CCOC(=O)C1=C(C)NC(=S)NC1c1ccccc1[N+](=O)[O-] (centres undefined)	-0.8	-9	-0.1	-2
85	O=C1CCc2cc(NS(=O)(=O)Cc3ccc(F)cc3)ccc2N1Cc1ccccc1	0.0	1	-0.1	0
86	Nc1nonc1-n1nnc(C(=O)N/N=C/c2ccncc2)c1CN1CCCCCC1	0.5	-23	0.1	15
87	CCOC(=O)C1(CCc2ccccc2)CCN(C(=O)C2CCOCC2)CC1	2.1	-3	0.0	-16
88	c1ccc(COc2ccc(OCCN3CCNCC3)cc2)cc1	1.8	70*	-0.3	-11
89	N#C/C(=C\c1cc(Br)ccc1O)C(=O)Nc1cccc2ncccc12	-1.1	1	-0.1	2
90	O=C(Cc1ccc(F)cc1)N(c1ccc(F)cc1)C1C=CS(=O)(=O)C1 (centres undefined)	0.2	-5	-0.1	-1
91	CCOC(=O)C1CCN(C(=O)c2cc3c(=O)n4ccccc4nc3s2)CC1	0.3	-2	1.1	-36
92	N#Cc1c(N)nc2c(c1-c1cccc(O)c1)CCCCCC2	0.1	5	0.8	-6
93	COc1cc(/C=C/c2nc3ccccc3c(=O)n2-c2ccc(C)cc2)cc(OC)c1OC	0.5	0	0.0	5
94	Cc1cccc(-n2cc(-c3ccccc3)c3c(NCC(C)C)ncnc32)c1	-2.0	4	0.6	-4
95	Cc1sc(NC(=O)CN(CCc2ccccc2)C(=O)c2ccco2)c(C(N)=O)c1C	-0.5	-8	-0.1	-4
96	CC(CC(=O)N1CCc2ccccc2C1)CC1=NS(=O)(=O)c2ccccc2N1 (centres undefined)	0.4	2	0.1	0
97	NC(=O)c1cccc(N=Cc2ccc(C=Nc3cccc(C(N)=O)c3)cc2)c1	0.7	6	-0.2	-1

# Bioassay records from PubChem BioAssay.

# Compounds were not picked by outcome. About 3.4% of those tested had a hit in this group.
